High-throughput results (PubChem)
Tau fibril ThT = qHTS for Inhibitors of Tau Fibril Formation, Thioflavin T Binding; Microtubule-associated protein tau (Homo sapiens), P10636; recombinant tau K18 P301L, heparin-induced fibrillization, ThT fluorescence; Potency, µM (top dose mostly 57.4 µM), inactives show at the top dose activity, negative = inhibition, actives largely listed as inhibitors; 270,000 tested, 2.1% active; AID 1460, 2008; further: on the % scale 0 is the no-effect control and ±100 the full control effect; nearly all actives have a fitted effect of over 55% in size
Target sequence (P10636 561-689 P618L limits assumed): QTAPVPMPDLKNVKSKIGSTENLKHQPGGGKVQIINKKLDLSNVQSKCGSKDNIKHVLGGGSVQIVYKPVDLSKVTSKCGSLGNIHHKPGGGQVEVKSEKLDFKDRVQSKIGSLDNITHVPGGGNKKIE
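Heparin-induced fibrillization of the P301L-mutant K18 repeat-domain fragment of human tau was followed by ThT binding in quantitative high-throughput format.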
Tau fluor cs = Counterscreen qHTS for Inhibitors of Tau Fibril Formation, Fluorescence Polarization | tau K18 P301L (four-repeat tau fragment) Alexa594 fluorescence, heparin fibrillization | Potency, µM (highest dose often 57.7 µM), without a hit: at the top dose activity change, negative = decrease | 280,000 tested, 0.93% active | AID 1463, 2008; further: on the % scale 0 is the no-effect control and ±100 the full control effect; nearly all actives have a fitted effect of over 55% in size
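Human K18 P301L tau (15 uM unlabeled plus 0.24 uM Alexa 594-labeled, final) in 100 mM sodium acetate pH 7 was mixed with compound and 20 uM heparin and incubated 6 hr at 37 C.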
L3MBTL1 inh = qHTS Assay for the Inhibitors of L3MBTL1. Lethal(3)malignant brain tumor-like protein 1 (Homo sapiens), Q9Y468. Potency, µM (series often up to 57.1 µM), for the others: top-dose activity, negative = inhibition, most hits filed as inhibitors. 230,000 tested, 0.66% active. AID 485360, 2010. AlphaScreen L3MBTL1–H3K9me1 peptide binding; further: on the % scale 0 is the no-effect control and ±100 the full control effect; nearly all actives have a fitted effect of over 60% in size
Target sequence (Q9Y468 whole entry, looked up): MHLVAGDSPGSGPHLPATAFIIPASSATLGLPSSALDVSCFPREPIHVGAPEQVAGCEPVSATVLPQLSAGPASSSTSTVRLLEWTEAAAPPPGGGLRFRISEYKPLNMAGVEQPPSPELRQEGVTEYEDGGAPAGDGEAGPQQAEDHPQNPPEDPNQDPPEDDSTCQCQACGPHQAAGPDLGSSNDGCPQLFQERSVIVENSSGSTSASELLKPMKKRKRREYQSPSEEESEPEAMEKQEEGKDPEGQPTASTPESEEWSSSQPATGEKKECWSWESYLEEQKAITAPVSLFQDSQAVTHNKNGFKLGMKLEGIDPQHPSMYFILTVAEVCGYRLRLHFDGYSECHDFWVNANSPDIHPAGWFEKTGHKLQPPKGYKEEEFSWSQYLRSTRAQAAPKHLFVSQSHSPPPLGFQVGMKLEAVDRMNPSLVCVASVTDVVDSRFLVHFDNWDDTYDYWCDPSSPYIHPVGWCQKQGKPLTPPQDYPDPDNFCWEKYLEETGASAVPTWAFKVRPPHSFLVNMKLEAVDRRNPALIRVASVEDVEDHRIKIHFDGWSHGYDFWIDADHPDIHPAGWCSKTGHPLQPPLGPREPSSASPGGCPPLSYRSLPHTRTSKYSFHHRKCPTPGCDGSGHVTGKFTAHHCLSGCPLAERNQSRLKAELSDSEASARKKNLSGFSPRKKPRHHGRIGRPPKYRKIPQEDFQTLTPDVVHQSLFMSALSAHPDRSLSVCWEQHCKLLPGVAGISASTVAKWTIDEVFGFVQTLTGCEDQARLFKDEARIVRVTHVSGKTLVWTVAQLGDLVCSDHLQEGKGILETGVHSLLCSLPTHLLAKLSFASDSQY
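First, the protein-peptide complex forms for 30 min at room temperature (L3MBTL1 50 nM, biotinylated H3K9me1 peptide 75 nM). Next, compounds are pin-transferred and incubated 30 min. Finally, AlphaScreen beads are added and read after 30 min.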
HTT cytoprotect = qHTS Multiplex Assay to Identify Dual Action Probes in a Cell Model of Huntington: Cytoprotection (ATP); PC12 HTT-Q103 induced, cytoprotection, ATP luminescence, 40 h; Potency, µM (highest dose often 56.4 µM), inactives show cytoprotection (ATP increase), hits mostly activators; 230,000 tested, 0.14% active; AID 1471, 2008;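 further: % of control where 0% means no effect; nearly all actives have a fitted effect of over 45% in size; toxic huntingtin expression switched on by the ecdysone agonist tebufenozide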
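ATP quantification (ATPlite) reports survival of PC12 cells in which tebufenozide, 100 nM final, switches on Htt exon 1 with 103 glutamines linked to GFP; compounds are titrated.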
RECQ1 inh = qHTS Assay for Inhibitors of RecQ-Like Dna Helicase 1 (RECQ1); 240,000 tested, 0.54% active; RECQ1 DNA unwinding, red fluorescence kinetic read; ATP-dependent DNA helicase Q1 (Homo sapiens), P46063; Potency, µM (top dose mostly 57.3 µM), inactives show top-dose activity, negative = inhibition, hits mostly inhibitors;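 further: plate controls were vehicle for no effect and no enzyme for full effect; nearly all actives have a fitted effect of over 30% in size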
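50 nM RECQ1T1 preincubated 15 min with compound in Tris pH 8.0 buffer with MgCl2, DTT, Tween-20 and 2.5 ug/ml poly(dI-dC); started with 200 nM TAMRA/BHQ-2 forked duplex and 2 mM ATP. Unwinding read as fluorescence (525/598 nm), two reads 2 h apart.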
Tau fibril FP = qHTS for Inhibitors of Tau Fibril Formation, Fluorescence Polarization. Potency, µM (series often up to 57.7 µM), for the others: top-dose activity, negative = inhibition, most hits filed as inhibitors. Microtubule-associated protein tau (Homo sapiens), P10636. K18 P301L tau heparin fibrillization, Alexa594 FP, 6 h. AID 1468, 2008. 280,000 tested, 0.39% active; further: on the % scale 0 is the no-effect control and ±100 the full control effect; nearly all actives have a fitted effect of over 55% in size
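Compound effects on tau fibrillization are measured by Alexa 594 fluorescence polarization (ex 555, em 632 nm). K18 P301L tau is used at 15 uM with 0.24 uM labeled tracer, and 20 uM heparin induces aggregation over 6 hr at 37 C.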
TRb SRC2 PPI = qHTS for Inhibitors of the Interaction of Thyroid Hormone Receptor and Steroid Receptor Coregulator 2; Potency, µM (doses to about 106 µM), for the others: at the top dose activity change, negative = inhibition, hits mostly inhibitors; TRbeta-SRC2 peptide binding, fluorescence polarization; receptor liganded with 1 µM T3; 280,000 tested, 0.065% active; Thyroid hormone receptor beta (Homo sapiens), P10828;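 further: plate controls were bound peptide for no effect and peptide without receptor for full effect; nearly all actives have a fitted effect of over 50% in size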
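Human TRb ligand-binding domain (0.6 uM) is mixed with 20 nM Texas Red SRC2 peptide and 1 uM T3; after compound addition and 5 hr at ambient temperature, polarization is measured and normalized to unbound and bound controls.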
TexasRed fluor = Total Fluorescence Counterscreen for Inhibitors of the Interaction of Thyroid Hormone Receptor and Steroid Receptor Coregulator 2 | TRb/SRC2 Texas Red total fluorescence interference | Potency, µM (top dose mostly 106 µM), for inactives: at the highest dose fluorescence change, negative = quenching | 280,000 tested, 0.29% active; active means well fitted curve in either direction with a large enough effect; inconclusive means small, poorly fitted or top-dose-only effect; further: on the % scale 0 is the no-effect control and ±100 the full control effect
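Human TRb ligand-binding domain at 0.6 uM with 20 nM Texas Red SRC2 peptide in Tris buffer containing 1 uM T3 and 5% DMSO, incubated with compound 5 h at ambient temperature. Total fluorescence (555/632 nm) calculated as parallel + 2 × perpendicular.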
Numbers without * were called inactive; i = inactive; u = inconclusive; x = no result given; [ ] = dose if it differs, or a comment. Unless noted, the call rests on the fitted dose curve; in most records, active means well fitted curve in the direction sought with a large enough effect; inconclusive means small, poorly fitted or top-dose-only effect, or another doubt; inactive means no such curve, though single readings can be large; an effect the other way counts as inactive or inconclusive. Potency means the concentration at half of the fitted maximal effect.

SMILES	Tau fibril ThT	Tau fluor cs	L3MBTL1 inh	HTT cytoprotect	RECQ1 inh	Tau fibril FP	TRb SRC2 PPI	TexasRed fluor
COc1ccc(CNC(=O)CCC(=O)N2CC3CCCN3c3ccccc32)cc1 (centres undefined)	-15%	-24%	x	x	x	5%	2%	1%
O=C(NCC(F)(F)F)Nc1ccccn1	-2%	-3%	x	4%	-10%	5%	-3%	-3%
O=C(Nc1ncc(S(=O)(=O)c2ccc([N+](=O)[O-])cc2)s1)c1cccc2ccccc12	9%	u	3%	16%[10 µM]	-2%	16%	1%[53 µM]	1%[53 µM]
Cc1ccc(-c2noc(CCC(=O)Nc3cc(C)ccn3)n2)cc1	-1%	3%	3%	2%	7%	-6%	-3%	-1%
CC1(C)CC23C(=O)CCC(O)C2(C)CCC13 (centres undefined)	-3%	-2%	x	x	-11%	5%	-3%	-7%
O=c1cc(Nc2ccc3c(c2)OCCO3)[nH]c(=O)n1-c1ccc(Cl)cc1	-15%	-2%	-2%	-7%	-10%	1%	-6%	-5%
CCC(/C=C1\Sc2ccc(OC)cc2N1CC)=C\c1sc2ccc(OC)cc2[n+]1CCCS(=O)(=O)[O-]	3.5µM*	0.79µM*[fluorescent]	x	-17%	-8%	u	u	40µM*[fluorescent]
COc1ccc(N=C2NN=C(c3ccc4c(c3)OCCO4)CS2)cc1	7.1µM*	u	x	23%	-7%	u	-3%	-1%
CCCSc1nc(N)c2c3c(sc2n1)CN(C)CC3	-9%	-8%	-4%	7%[0.074 µM]	-1%	-7%	-9%	-2%
CCC(C)(C)C(=O)Nc1ccc(C(N)=O)cc1	-12%	-13%	x	3%	17%	-10%	-3%	0%
Cc1cc(Br)c(NC(=O)CCl)c(Br)c1	5%	3%	-4%	15%[10 µM]	-3%	-4%	5%	0%
Oc1c(C=Nc2ccccc2Cl)[nH]c2ccccc12	40µM*	u	-1%	-1%[10 µM]	-6%	u	10%	-1%
C(#CC1CCCC1)c1ccc2c(c1)COc1c3ccccc3nn1-2	u	-6%	x	16%[10 µM]	-6%	0%	3%	-2%
CN1C(=O)NC(c2ccccc2)C2=C1CN(c1ccc3ccccc3c1)C2=O (centres undefined)	-12%	-12%	-1%	-23%	-1%	3%	1%	1%
Cc1[nH]c2ccccc2c1/C=N/n1cnnc1	-1%	3%	5%	-14%[10 µM]	-6%	1%	-10%	-4%
CSc1ncc(C(=O)O)n1-c1ccc(F)cc1	-4%	3%	5%	-6%[10 µM]	7%	0%	5%	0%
COc1ccc(OCC(O)CNC(=O)Nc2ccc(C(C)(C)C)cc2)cc1 (centres undefined)	-15%	u	0%	25%[10 µM]	-11%	-9%	-1%	0%
CC(=O)c1sc(NC(=O)COc2ccc(C)c(C)c2)nc1C	-10%	3%	4%	x	-5%	7%	11%	u
COC(=O)c1ccc(NC(=O)c2cccc3c2C(=O)N(C2CCCCC2)C3)cc1	-5%	-16%	x	x	x	-7%	-5%	3%
COc1ccc(CN2C(=O)c3ccccc3C2C(=O)NC2CCC(C)CC2)c(OC)c1 (centres undefined)	-14%	-15%	x	-16%	-13%	13%	-3%	0%
CCCCNC(=O)Nc1ccccc1C(=O)NCCC	1%	-1%	u	18%[10 µM]	-4%	-1%	-13%	-6%
CS(=O)(=O)NCc1ccc(C(=O)NCCOc2ccccc2)cc1	-1%	-5%	2%	12%	-7%	-13%	-1%	-1%
CCn1c(/C=C/c2c[nH]c3ccccc23)nc2ccccc2c1=O	2%	-20%	7%	11%[10 µM]	i	u	-1%	-4%
CC1CCN(c2nc3c(c(=O)[nH]c(=O)n3C)n2Cc2ccccc2Cl)CC1	-15%	-1%	6%	-9%	i	8%	2%	0%
COc1cc(C)c(C#N)c(OC)n1	-2%	1%	-4%	-1%	u	1%	-3%	-3%
CCc1nnc(NC(=O)c2ccc(Cl)nc2)s1	u	-12%	-2%	-17%[10 µM]	-5%	-5%	-3%	0%
Cc1nn(-c2ccccc2)c(Cl)c1/C=C1\C(=O)N(C)C(=S)N1C	-13%	1%	-15%	22%[10 µM]	-18%	-2%	-14%	-1%
Cc1nc(NC(=O)C2CC2)sc1C(=O)N(C)C	14%	8%	8%	-4%[1.9 µM]	-1%	-2%	14%	-1%
COc1ccc(C)cc1NC(=O)Nc1nnc(N2CCCCC2)s1	-5%	-12%	x	x	x	4%	-7%	-3%
Cc1ccc(S(=O)(=O)NC(=O)COc2ccccc2)cc1	7%	8%	-2%	8%[10 µM]	i	1%	4%	1%
COC(=O)CSc1nc(C2CC2)nc2ccccc12	-18%	-3%	1%	-14%[10 µM]	6%	-8%	-3%	0%
CC(=O)Nc1ccc2c(CSc3nnc(-c4cccnc4)n3-c3ccc(C)cc3C)cc(=O)oc2c1	-7%	-18%	-10%	19%[10 µM]	7%	4%	6%[53 µM]	-1%[53 µM]
Cc1ccc2c(c1)nnn2C1CCN(S(C)(=O)=O)CC1	1%	4%	4%	0%	-10%	9%	-7%	-2%
CCOc1ccc(NC(=S)N(CCc2c(C)[nH]c3ccc(C)cc23)Cc2cccnc2)cc1	u	u	-7%	x	-6%	10%	-2%	-2%
COc1ccc2c(CNCCc3ccccc3C)c(C(=O)O)n(Cc3ccccc3C)c2c1	4%	3%	x	x	x	2%	4%	-1%
CCOc1ccc(NC(=O)Cn2nnc(-c3ccccc3F)n2)cc1	-1%	-3%	-2%	4%[1.9 µM]	-6%	6%	-1%	3%
CCOC(=O)CNC(=O)Nc1cc(C(=O)NCc2cccc(F)c2)ccc1N1CCCC1	6%	2%	x	x	x	0%	5%	0%
Cc1nn(-c2ccccc2)c(C)c1C(=O)OCC(N)=O	2%	3%	6%	9%[10 µM]	-7%	0%	-5%	0%
O=C(NCc1ccco1)c1cc([N+](=O)[O-])ccc1N1CCCCC1	3%	2%	-11%	-16%[10 µM]	-2%	5%	16%	0%
Cc1cccc(C2c3[nH]c4ccccc4c3CCN2Cc2ccc(C)s2)n1 (centres undefined)	-11%	-10%	-6%	0%[10 µM]	-3%	5%	1%	0%

Ordered by formula weight (falling): 3 of the compounds above.
SMILES	Tau fibril ThT	Tau fluor cs	L3MBTL1 inh	HTT cytoprotect	RECQ1 inh	Tau fibril FP	TRb SRC2 PPI	TexasRed fluor
CCOC(=O)CNC(=O)Nc1cc(C(=O)NCc2cccc(F)c2)ccc1N1CCCC1	6%	2%	x	x	x	0%	5%	0%
Cc1ccc(S(=O)(=O)NC(=O)COc2ccccc2)cc1	7%	8%	-2%	8%[10 µM]	i	1%	4%	1%
Cc1ccc2c(c1)nnn2C1CCN(S(C)(=O)=O)CC1	1%	4%	4%	0%	-10%	9%	-7%	-2%

Following part:
SMILES	Tau fibril ThT	Tau fluor cs	L3MBTL1 inh	HTT cytoprotect	RECQ1 inh	Tau fibril FP	TRb SRC2 PPI	TexasRed fluor
O=C(Cn1cc(S(=O)(=O)Cc2ccccc2Cl)c2ccccc21)Nc1ccc(F)cc1F	-9%	u	x	x	x	u	8%	8%
CC(=O)Nc1nc(C)c(C(C)C)s1	-19%	-21%	-1%	-2%[10 µM]	-7%	-7%	3%	-3%
COc1cc(NC(=O)c2ccc3c(c2)OCO3)c2ncccc2c1	-12%	-29%	7%	10%[1.9 µM]	1%	u	9%	-1%
Cc1ccc(-n2cc(C(=O)c3ccccc3O)cn2)cc1	u	-18%	5%	-54%[inhibitor]	i	-8%	5%	-4%
Nc1ncnc(Nc2ccccc2Cl)n1	-3%	1%	2%	3%[10 µM]	8%	4%	4%	-4%
CCCn1c2ccccc2c2nnc(SCc3[nH]c(=O)[nH]c3C(=O)CCCCC(=O)OCC)nc21	u	-8%	u	18%[10 µM]	-17%	-1%	9%	0%
COc1cccc(NS(=O)(=O)c2ccc(OC)c(OC)c2)c1	4%	-8%	-3%	4%	-4%	3%	-2%	-3%
COc1cccc(-c2nc(NC(C)(C)C)c3ccccc3n2)c1O	u	u	-20%	-31%	-10%	u	-15%	-8%
NC(=O)CSc1nnc(COc2ccccc2)n1CCc1ccccc1	-4%	-4%	2%	-16%	-9%	3%	-2%	-2%
Cc1cc(C(=O)N/N=C/c2ccc(N(C)C)cc2)c2ccccc2n1	u	-20%	x	-98%[inhibitor]	-13%	4%	-4%	-2%
COC(CNC(=O)c1ccc2c(c1)ncn2-c1cccc(F)c1)OC	-4%	-5%	x	8%	-18%	2%	-1%	-2%
COCCN(C(=S)Nc1c(C)cccc1C)C(C)c1cccnc1 (centres undefined)	1%	2%	0%	-4%[10 µM]	0%	4%	1%	4%
CCN(CC)C(=O)Nc1ccccc1C	-3%	-9%	x	18%	-7%	-7%	-11%	0%
COc1ccc(NC(=O)CCNS(=O)(=O)c2ccc3c(c2)CCN3C(=O)C2CC2)cc1Cl	-9%	-14%	x	x	x	-5%	1%	-14%
CC(C)c1ccc(Nc2ncnc3c2c(-c2ccccc2)cn3-c2ccccc2)cc1	-9%	1%	x	x	x	-13%	4%	1%
COc1ccc(CSCC(=O)N/N=C/c2ccccc2OCc2ccccc2)cc1	-10%	-26%	x	-23%	i	3%	-10%	3%

Filtered by structure, the compounds so far containing a COOH group (2)
SMILES	Tau fibril ThT	Tau fluor cs	L3MBTL1 inh	HTT cytoprotect	RECQ1 inh	Tau fibril FP	TRb SRC2 PPI	TexasRed fluor
CSc1ncc(C(=O)O)n1-c1ccc(F)cc1	-4%	3%	5%	-6%[10 µM]	7%	0%	5%	0%
COc1ccc2c(CNCCc3ccccc3C)c(C(=O)O)n(Cc3ccccc3C)c2c1	4%	3%	x	x	x	2%	4%	-1%

Only part of the results is shown; rates above refer to the full screens.
